Lipid storage S3: qHTS Assay for Lipid Storage Modulators in Drosophila S3 Cells; Drosophila S3 cells, BODIPY lipid droplet fluorescence, 18-24 h; cells fed with added oleic acid; lipid storage change, negative = inhibition, % at the top dose, mostly 46.1 µM; hits show Potency in µM; 0.64% of 320,000 active; AID 2685, 2010; active means well fitted inhibition curve with a large enough effect in the signal ratio, with a control signal flat, not every such curve was filed as active; inconclusive means small, poorly fitted or top-dose-only effect, or effect the other way, or a change in a side signal; the % refers to the signal ratio
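Drosophila S3 cells loaded with oleic acid (400 uM, as added) and compounds at several concentrations; lipid droplets imaged by 488-nm laser-scanning cytometry, 500–530 nm intensity and object ratio to cell channel. Percent activity normalized to 20 uM Triacsin C.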
Lipid storage S3 cell count max: also measured in Lipid storage S3; calls as there; cell number change, %; measured here: cell count max response;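 cells counted by Cell Tracker Red CMTPX staining in the red channel; peak over a dose series mostly up to 46.1 µM; percent activity relative to internal control wells on each plate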
Numbers without * were called inactive; i = inactive; ? = inconclusive; . = no result given; [ ] = remark or other dose. On the % scale 0 is the no-effect control and ±100 the full control effect; potency means the concentration at half of the fitted maximal effect. An excerpt. The share of hits here may be higher or lower than overall.

SMILES	Lipid storage S3	Lipid storage S3 cell count max
COc1cc(/C=C2/C(=N)N3C=CSC3=NC2=O)ccc1OCCOc1ccc(NC(C)=O)cc1	13.1%	8.4
O=C(CCNC(=O)c1ccc(Br)cc1)NCC1CCCO1 (stereo not given)	?	.
O=C(COC(=O)c1ccccc1)c1ccc(S(=O)(=O)N2CCCCC2)cc1	i[0.0737 µM]	-5.4
CCN1CCN(C(=O)c2nn(C)c3c2CS(=O)(=O)c2ccccc2-3)CC1	i	-5.7
CC(C(=O)Nc1sccc1C(N)=O)N1C(=O)C2CC=CCC2C1=O (stereo not given)	17.7%	5.0
C/C(=N\NC(=O)C1CC1)c1ccc2c(c1)OCCO2	19.7%	.
O=[N+]([O-])c1ccc(N/N=C/c2ccc[nH]2)cc1	?	.
Cc1ccc(S(=O)(=O)N(CC(=O)NCC2CCCO2)C2CCCCC2)cc1 (stereo not given)	i	19.6
Nc1nnc(COc2cccc(C(F)(F)F)c2)s1	12.8%	1.2
Cc1nc(-c2ccccc2)sc1C(=O)/C=C/N(C)C	?	.
Cc1nc(OCc2ccccc2)c2ccccc2n1	-4.5%	-19.4
C#CC(CC)(CC)NC(=O)c1nn(-c2ccccc2Cl)c(C)cc1=O	?	.
CCOc1ccc(C(C#N)N2CCOCC2)cc1OC (stereo not given)	?	.
COC(=O)CCC(=O)c1oc2ccc(Cl)cc2c1NC(=O)CCCN1C(=O)c2ccccc2C1=O	-25.4%	8.0
COc1ccc(OC)c(S(=O)(=O)Nc2ccc3oc4c(c3c2)C(=O)CCC4)c1	?	.
COc1ccc2cc(C(=O)N3CCOCC3)sc(=O)c2c1OC	?	.
CCOc1ccc(C(=O)COC(=O)C2CCN(c3ccc(C(F)(F)F)cn3)CC2)cc1	?	.
O=C(O)c1cccnc1C(=O)N1CCc2c([nH]c3ccccc23)C1C(F)(F)F (stereo not given)	2.6%	0.8
Cc1cccc(Nc2nc(-c3ccccc3)cs2)n1	?	.
CC1NC(=O)N(C)C2NC(=O)N(C)C(c3ccccc3)C12 (stereo not given)	?	.
Cc1cccc(NC(=O)c2ccc(NS(=O)(=O)c3c(C)noc3C)cc2)c1	2.3%	-10.1
CCO[C@H]1OC(C(=O)NCc2ccccc2)=C[C@@H](c2ccc(Br)cc2)[C@@H]1CCCO	-6.1%	1.7
CC(C(=O)NCCCn1ccnc1)(c1ccccc1)c1ccccc1	-14.2%	16.5
COC(=O)/C=C1/SC(=NC(=O)c2cccc([N+](=O)[O-])c2)NC1=O	i	.
CSCC[C@H](NC(=O)c1ccco1)c1nnc2ccccn12	i	24.5
CCOC(=O)Nc1ccc2c(C)cc(=O)oc2c1	i	.
Cc1ccc2[nH]cc(CCNC(=O)C3CCCO3)c2c1 (stereo not given)	?	.
CCC(C(=O)NCC1CCCO1)N(Cc1ccccc1)C(=O)CNS(=O)(=O)c1ccccc1 (stereo not given)	?	.
COc1ccc(/C=C/C(O)=C2/C(=O)NC3(C)CC2c2ccccc2O3)c(OC)c1OC (stereo not given)	1.9%	-11.6
Cc1ccc(N=C2NC(=O)CS2)c(C)c1	i	.
CCOC(=O)C(NC(=O)Nc1ccc(F)cc1F)(Oc1ccc(F)cc1)C(F)(F)F (stereo not given)	?	.
Cn1c(=O)c2c(nc(N/N=C/c3ccc(OC(=O)c4ccco4)cc3)n2Cc2ccccc2)n(C)c1=O	-10.3%	-5.3
COc1ccc(O[C@H]2C=C[C@@H](c3ccccc3)O[C@@H]2COC(=O)CC/C(C)=N/OC[C@@H](O)[C@H]2O[C@@H]3OC(C)(C)O[C@@H]3[C@H]2O)cc1	?	.
CCOC(=O)c1nn(-c2cccc(C)c2)c2nc(-c3ccccc3)c(C#N)c(=O)n12	?	.
O=C(CSc1nnc(-c2cccnc2)n1Cc1ccco1)c1ccc2ccccc2c1	12.6%	-15.7
Cc1ccc(C2c3[nH]c4ccccc4c3C[C@H]3C(=O)N(c4ccccc4C(=O)N4CCC[C@H]4C(=O)O)C(=O)N23)cc1 (stereo not given in full)	-11.9%	-3.2
O=C(C1COc2ccccc2O1)N1CCn2c(nc3ccccc32)C1 (stereo not given)	?	.
Cn1c(SCC(N)=O)nnc1-c1cnccn1	-0.2%	11.5
CCOCCCNC(=S)N1CCC(NC(=O)c2ccco2)CC1	-1.9%	-0.1
Cc1ccc(N=Cc2nc(-c3ccco3)oc2O)cc1	18.2%	-17.2
COC(=O)c1cc(=O)c2ccc(OC)cc2o1	?	.
COCCN(C(=O)/C=C/c1ccccc1)c1nnc(-c2cccnc2)s1	14.8%	.
O=S(=O)(NC1CCCCC1)c1cccc2nsnc12	?	.
Cn1nc(-c2ccc(Cl)cc2)c2cc(C(=O)N3CCCC3)sc21	?	.
O=C(Cn1cnc2scc(-c3ccc(F)cc3)c2c1=O)NCC(c1ccco1)N1CCCC1 (stereo not given)	?	.
CCOC(=O)c1ccccc1NC(=O)COC(=O)CCC(=O)c1ccc(C)cc1	?	.
Cn1ccc2cc(-c3ccc4ncnc(NCc5ccc6c(c5)OCO6)c4c3)ccc21	29.6%	26.8
O=C(NC1CCS(=O)(=O)C1)C1CCCC1 (stereo not given)	-8.9%	-5.9

Entries of single compounds from above. Values in the order: Lipid storage S3, Lipid storage S3 cell count max
Shown for O=S(=O)(NC1CCCCC1)c1cccc2nsnc12 → ?, .
Shown for COC(=O)c1cc(=O)c2ccc(OC)cc2o1 → ?, .
Shown for Cn1c(SCC(N)=O)nnc1-c1cnccn1 → -0.2%, 11.5

Later entries.
SMILES	Lipid storage S3	Lipid storage S3 cell count max
CCN(C(=O)/C=C/c1ccc(OC)cc1)C1CCS(=O)(=O)C1 (stereo not given)	14.9%	.
O=C(O)c1ccc(CSc2nc3ccccc3c(=O)n2-c2ccccc2)cc1	i	5.1
COc1ccc(Cc2nnc(SC)[nH]c2=O)cc1OC	?	.
CC(NC(=O)c1ccccc1SCC(=O)N1CCCC1)c1ccccc1 (stereo not given)	?	.
CCOc1ccc(/C=N/Nc2cc(=O)n(C)c(=O)n2C)cc1	?	.
CCNc1nc(NCC)nc(ON=C(C)C)n1	i	5.2
CCOc1ccc(CCNC(=O)c2ccccc2OCc2c(C)noc2C)cc1OCC	5.4%	4.1
COC(=O)c1cnc2ccccc2n1	5.8%	1.6
O=C(CSC1=NS(=O)(=O)c2ccccc2N1)Nc1nccs1	-5.4%[0.0737 µM]	-21.5
CNC(=O)CSc1nc(N)c2c3c(sc2n1)CCC3	13.8%	12.3
CCOc1ccccc1Oc1coc2cc(O)ccc2c1=O	-0.1%	2.2
Cc1ccc2nc(-c3ccccc3)c(NC(=O)c3ccco3)n2c1	3.1%	1.7
CC(C)(C)NC(=O)C(Cc1ccccc1)N1C(=O)c2ccccc2C1=O (stereo not given)	?	.
COc1cc(/C=C2\SC(c3ccccc3)=NC2=O)cc(Cl)c1O	10.1%	6.8
Cc1cc(NC(=O)COC(=O)CCS(=O)(=O)c2cc(Cl)ccc2Cl)no1	-15.3%	14.5
O=C(Nc1nnc(-c2ccco2)o1)c1ccc(S(=O)(=O)N2CCOCC2)cc1	?	.
CC[C@H]1OC(=O)C[C@@H](O)[C@H](C)[C@@H](O[C@@H]2O[C@H](C)C[C@H](N(C)C)[C@H]2O)[C@@H](CC=O)C[C@@H](C)C(=O)C=C[C@]2(C)O[C@H]2[C@@H]1C	6.8%	7.1
CC(C)CNS(=O)(=O)c1ccc(CCC(=O)Nc2ccc3c(c2)OCCO3)cc1	1.2%	-5.2
COc1ccc(-c2nnc(NC(=O)c3ccccc3[N+](=O)[O-])s2)c(OC)c1	?	.
O=C(CCN1CCN(c2ccccc2)CC1)NNC(=O)c1cccc2ccccc12	20.1%	.
O=C(NCc1csc2ccc(Cl)cc12)Nc1ccccc1	-4.2%	-21.1
O=C(CCNC(=O)c1ccc([N+](=O)[O-])cc1)Nc1ccc(F)cc1F	13.1%	.
S=c1[nH]nc(COc2ccccc2)n1/N=C/c1ccc(Cl)c(Cl)c1	?	.
NS(=O)(=O)c1ccc(N/N=C/c2ccc(O)c(O)c2O)c([N+](=O)[O-])c1	10.9%	3.1
NNC(=O)CSc1c(-c2ccccc2)c2cc(Cl)ccc2[nH]c1=O	?	.
CC(NC(=O)c1cccs1)c1n[nH]c(=S)n1C (stereo not given)	5.6%	6.9
CC(NS(=O)(=O)c1cccc(S(=O)(=O)c2ccccc2)c1)C(=O)O (stereo not given)	?	.
Cc1cc(C)n2nc(C)c(Br)c2n1	2.1%	23.4
CCc1nc(C#N)c(N2CCCCC2)o1	9.6%	0.8
C=CCCCCCCCCC(=O)NN	?	.
CCSc1nnc2n1C(C)(C)Cc1ccccc1-2	i	.
COC(C(=O)Nc1ccnn1C1CCN(Cc2ccc(C)o2)CC1)c1ccccc1 (stereo not given)	10.8%	5.2
O=C(CCC1CCCC1)Nc1cc(C(F)(F)F)ccc1N1CCOCC1	i	.
O=C(CC1CCCCC1)OCn1nnc2ccccc2c1=O	-5.5%	-10.3
CCC(C)NS(=O)(=O)c1cc2c3c(c1)CCN3C(=O)CC2 (stereo not given)	-7.7%	-22.6
Cc1cc(C)c(NC(=O)CS(=O)CC(=O)Nc2ccc(F)cc2F)c(C)c1 (stereo not given)	21.3%	6.0

Laid out differently: entries from further up
Every second line gives: Lipid storage S3	Lipid storage S3 cell count max
O=C(CC1CCCCC1)OCn1nnc2ccccc2c1=O
  -5.5%	-10.3
CCC(C)NS(=O)(=O)c1cc2c3c(c1)CCN3C(=O)CC2 (stereo not given)
  -7.7%	-22.6

Other records:
SMILES	Lipid storage S3	Lipid storage S3 cell count max
CCCN1CCC(=O)N(CCO)CC1	i	7.8
COc1ccc(-n2c(C)n[nH]c2=O)cc1OC	11.2%	15.8
C=C(C)COc1ccc(-c2nc(N)nc(C(F)(F)F)c2-c2ccc(OC)cc2)c(O)c1	11.2%	.
O=c1cc(-c2ccccc2)nc2c(-c3ccccc3)c(C(F)(F)F)[nH]n12	2.5%	-3.0
COc1cc(/C=N/NC(=O)CCc2c(C)n[nH]c2C)cc(OC)c1OC	?	.
CCc1ccc(OC)c(S(=O)(=O)NCCOc2ccccc2)c1	i	.
Nc1nc(-c2ccccc2)c(N=Nc2ccccc2Cl)s1	?	.
Cc1ccccc1NC(=O)CCC(=O)N/N=C/c1cccnc1	?	.
COc1cc(C(=O)Nc2nnc(CC(C)C)s2)c([N+](=O)[O-])cc1OC	?	.
CNC(=O)c1[nH]cnc1C(=O)Nc1ccccn1	3.5%	-1.0
CC1=C(C(=O)OC(C)C)C(c2cccs2)NC(=O)N1 (stereo not given)	?	.
O=C(CNS(=O)(=O)c1ccc2ccccc2c1)OCc1csc(-c2ccccc2)n1	23.4%	10.8

Random excerpt: five entries already listed, in no set order.
SMILES	Lipid storage S3	Lipid storage S3 cell count max
O=C(CC1CCCCC1)OCn1nnc2ccccc2c1=O	-5.5%	-10.3
CNC(=O)CSc1nc(N)c2c3c(sc2n1)CCC3	13.8%	12.3
Cc1ccc(C2c3[nH]c4ccccc4c3C[C@H]3C(=O)N(c4ccccc4C(=O)N4CCC[C@H]4C(=O)O)C(=O)N23)cc1 (stereo not given in full)	-11.9%	-3.2
S=c1[nH]nc(COc2ccccc2)n1/N=C/c1ccc(Cl)c(Cl)c1	?	.
CCOC(=O)c1ccccc1NC(=O)COC(=O)CCC(=O)c1ccc(C)cc1	?	.

Going on with the list.
SMILES	Lipid storage S3	Lipid storage S3 cell count max
CC(C)OC(=O)c1cc(Cl)c(=O)n(Cc2ccc(Cl)cc2Cl)c1	?	.
COc1ccc(Cl)cc1-n1c(=S)sc2c(=O)[nH]c(SCC(=O)NCC3CCCO3)nc21 (stereo not given)	-14.6%	-17.2
Cc1cc(-c2ccc(Cl)cc2)n2nc(C)cc2n1	17.8%	10.6
C/C(=N\OCC(=O)OCC(=O)N(C)c1ccccc1)c1ccc2c(c1)OCO2	?	.
Cn1cccc1C(=O)N1CCN(S(=O)(=O)c2ccccc2)CC1	6.5%	14.4
CCOc1ccc(CCNC(=O)c2sc3nc4n(c(=O)c3c2C)CCC4)cc1	-17.7%	17.9
Cc1cc(NC(=O)CC(C)C)c(=O)n(Cc2ccccc2F)c1	?	.
CCOC(=O)C(=CNc1ccc(N2CCOCC2)cc1)C(=O)OCC	?	.
Cc1ccsc1/C=N/NC(=O)c1nnn(-c2nonc2N)c1C	i	14.3
O=C(NCCO)C(=O)NCC(c1ccc2c(c1)OCO2)N1CCN(c2ccc(F)cc2)CC1 (stereo not given)	?	.
CCN(CC)c1ccc(S(=O)(=O)N2CCOCC2)cc1NC(=O)CN1C(=O)NC2(CCCC2)C1=O	-10.8%	3.8
COc1cccc2cc(C(=O)NCc3ccc(Cl)cc3)c(=N)oc12	?	.
O=S(=O)(NCc1nnc2ccccn12)c1ccc(Cl)cc1	27.7%	2.0
CC(=O)c1c(C)nc(-c2ccc(Cl)cc2)nc1NC(=O)C(C)C	?	.
Cc1c(C(=O)Oc2ccc(-c3cnc4ccccc4n3)cc2)cccc1[N+](=O)[O-]	0.3%	9.6
O=C(NC1CCCCC1)C(c1ccccc1)N1CCC2(CC1)OCCO2 (stereo not given)	?	.
O=C(Nc1nccs1)c1ccc(Cl)c(S(=O)(=O)N2CCCCC2)c1	?	.
N#CC1=C(N)SC(N)=C(C#N)C1c1cccc(Oc2ccccc2)c1	?	.
N#CC1=C(N)C(C#N)(C#N)C(c2cccnc2)C2COCC=C12 (stereo not given)	7.6%	-16.7
O=C(c1cccnc1)N1CCCC(Nc2ccc(F)cc2)C1 (stereo not given)	13.2%	17.7
Cn1c(NC(=O)c2ccccc2C(F)(F)F)cc(=O)n(C)c1=O	?	.
CC(Nc1cc(N2CCCC2)ccc1[N+](=O)[O-])c1ccccc1 (stereo not given)	-1.8%	0.6

Screens (PubChem BioAssay)
